Assay outcomes: PubChem BioAssay, several laboratories
GlmU inhibition: inhibition of mycobacterial GlmU enzyme – biochemical, glucosamine-1-phosphate acetyltransferase (AID 1376); 0.25% of 220,000 active; M. tuberculosis GlmU acetyltransferase enzyme assay; higher % means a stronger effect; one-dose inhibition, %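 (tested at 30 µM in the primary screen)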; IC50 in µM for titrated hits; in the data active = inhibition above about 13%;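 note: 0% = complete reaction with vehicle and 100% = reaction without substrate; strong numbers were not always called active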
Mtb RmlCD inh: blocks M. tuberculosis RmlC and RmlD coupled enzymes; P9WH09+P9WH11; RmlC+RmlD coupled enzyme assay, percent inhibition; primary screen in compound mixtures; inhibition, % at 3.6 µM; 0.03% of 160,000 active; in the data active = inhibition mostly above about 34%, no sharp cut-off; note: some results filed as inactive read as strong as hits
Target sequence (P9WH09 whole entry, looked up): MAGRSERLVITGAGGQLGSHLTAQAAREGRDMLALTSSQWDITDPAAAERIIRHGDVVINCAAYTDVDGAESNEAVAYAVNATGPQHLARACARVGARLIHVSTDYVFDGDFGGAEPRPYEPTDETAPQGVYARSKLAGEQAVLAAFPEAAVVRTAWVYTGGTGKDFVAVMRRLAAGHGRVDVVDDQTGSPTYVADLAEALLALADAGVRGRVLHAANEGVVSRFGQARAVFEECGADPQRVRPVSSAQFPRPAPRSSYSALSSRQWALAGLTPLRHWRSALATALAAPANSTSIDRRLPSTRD
Target sequence (P9WH11 whole entry, looked up): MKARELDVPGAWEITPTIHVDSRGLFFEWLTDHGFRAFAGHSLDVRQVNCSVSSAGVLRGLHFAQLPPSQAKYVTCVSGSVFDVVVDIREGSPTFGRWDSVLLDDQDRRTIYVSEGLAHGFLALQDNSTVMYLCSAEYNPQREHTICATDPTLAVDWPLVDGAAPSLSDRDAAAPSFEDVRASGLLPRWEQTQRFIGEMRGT
Active calls of the source: *; x = no result given; & = joins results of further samples.

SMILES	GlmU inhibition	Mtb RmlCD inh
N#C/C(=C\c1ccc(Cl)cc1)c1n[nH]c(Cn2cncn2)n1	2.5%	7
CNC(=O)c1cc(C(=O)c2c(Cl)cccc2Cl)c[nH]1	-5.1%	9
CC(=O)Nc1ccc(S(=O)(=O)NCc2ccc(C(=O)NCc3ccc(Cl)cc3)cc2)cc1	-4.1%	4
COc1ccccc1-c1nc(SC)n[nH]1	-5.8%	17
CN(C)c1ccc(CN2CCCC(O)C2)cc1 (configuration not stated)	4.5%	-5
OCCNCC(O)Cn1ccc2ccccc21 (configuration not stated)	-3.3%	x
Cn1nnc2c[n+](CC(=O)c3ccc4ccccc4c3)cc(Br)c21	-8.6%	4
Cc1ccc(Nc2ccc(-n3ccnc3)nn2)cc1C	4.6%	x
COCCn1nnnc1CN1CCOCC1	2.6%	-8
CC(C)Cc1nc(SCC(=O)NCc2ccccc2)n[nH]1	8.1%	-5
COc1ccc(C2N(c3cc(Cl)ccc3OC)C(=O)C3CCCN32)c(OC)c1 (configuration not stated)	8.7%	8
O=C(Sc1nnnn1C1CCCCC1)c1cccs1	7.3%	4
COc1ccc(-c2ccc(=O)n(CC(=O)Nc3cccc(O)c3)n2)cc1OC	-0.6%	-8
COC(=O)c1cccc(S(=O)(=O)N2CCC(n3nnc4cc(F)ccc43)CC2)c1	3.6%	x
O=S(=O)(Nc1ccc(N2CCCCC2)cc1)c1ccc(F)cc1	2.2%	5
CCCCn1c(CN2CCN(C(=O)c3ccco3)CC2)nc2c1c(=O)n(C)c(=O)n2C	-3.0%	6
O=c1c2[nH]c3ccc(F)cc3c2ncn1CCCn1ccnc1	-3.7%	x
COc1cccc(NC(=O)c2cccnc2)c1	4.2%	-6
Cc1cc(C)cc(C(=O)N2CC(C)SC2=Nc2cccc(S(=O)(=O)N(C)C)c2)c1 (configuration not stated)	-3.3%	-9
Cc1occc1C(=O)O/N=C(\N)c1ccc(Cl)cc1	2.5%	-2
COc1ccc(Nc2ncnc3c2cnn3Cc2ccc(C)cc2)cc1	3.5%	x
CCc1ccc(CC)c(S(=O)(=O)Nc2ccc(O)c(C(=O)O)c2)c1	1.1%	x
CCOC(=O)CC(=O)CSc1nc2c(cc1C#N)CCCCC2	6.4%	9
COc1cc(C=NCC2OCCc3ccccc32)cc(OC)c1 (configuration not stated)	9.2%	6
COc1ccc(NC(=O)Cc2ccccc2F)cn1	-2.7%	8
CC(=O)N1CCN(CCN=CC2=C(O)CC(c3ccc(Cl)cc3)CC2=O)CC1 (configuration not stated)	x	-9
Cc1cc(=O)n2nc(N3CCCC(C(=O)NCCc4ccccc4)C3)sc2n1 (configuration not stated)	-3.5%	4
CCOC(=O)C1CCCN(C(=O)c2cc(Nc3ccc(OC)c(OC)c3)nc3ccccc23)C1 (configuration not stated)	5.7%	x
COc1cc([C@@H]2c3cc4c(cc3[C@@H](O)[C@@H](CO)[C@@H]2CO)OCO4)cc(OC)c1O[Si](C)(C)C(C)(C)C	-0.1%	x
O=c1c2ccccc2nnn1Cc1ccccn1	4.2%	2
O=C(CCC(=O)N1CCCC1)Nc1nnc(C(F)(F)F)s1	4.9%	-11
Nc1ncn(-c2ncc(C(F)(F)F)cc2Cl)n1	2.9%	5
C=CCn1c(SCC(=O)NCC2CCCO2)nnc1-c1ccccc1 (configuration not stated)	-4.9%	7
O=C(COc1ccccc1F)N/N=C1\CCCc2ccccc21	-2.0%	6
COc1ccc(CNC(=O)CN2CCN(C(c3ccccc3)c3ccccc3)CC2)cc1	0.1%	4
Cc1cc(C)n2nc(C(=O)N3CCCC(CNS(=O)(=O)c4cccs4)C3)cc2n1 (configuration not stated)	3.0%	10
C=CCOc1ccc(NC(=O)C2CC(=O)N(C(C)C)C2)cc1 (configuration not stated)	1.9%	x
Cc1ccc(CN(C)C(=O)c2ccc3c(c2)NC(=O)CS3)o1	1.7%	-11
Cc1c(NS(=O)(=O)c2ccc3c(c2)c(=O)n(C)c(=O)n3C)c(=O)n(-c2ccccc2)n1C	x	0
Cc1cc(NC(=O)CSc2nnc(C(C)N(C)C)n2Cc2ccccc2)no1 (configuration not stated)	5.6%	9
COc1ccc(C2=CSC3=C(C(=O)c4cccc(S(=O)(=O)N(C)C)c4)CCN23)cc1	-9.0%	106
COc1cccc(S(=O)(=O)Nc2ccc(C(=O)N3CCOCC3)cc2)c1	1.9%	5
Cc1ccc(OCc2nnc(SCC(=O)Nc3cc(C)on3)n2C)cc1	1.2%	-8
CCc1ccc(/C=C2/C(=O)N(C)C(=S)N2CC(=O)OC)s1	-12%	-1
Cn1c(=O)c2c(nc(Oc3ccccc3)n2C)n(C)c1=O	-3.7%	5
C/C(=N/NC(=O)OC(C)(C)C)c1ccco1	2.9%	x
CCc1nnc(NC(=O)C2CCCN2S(=O)(=O)c2ccc(C)cc2)s1 (configuration not stated)	x	8
CCOC(=O)N1CCC(N2CCN(S(=O)(=O)c3ccc(Cl)cc3)CC2)CC1	2.8%	x
CCOC(=O)CN1C(=O)C(O)=C(C(C)=O)C1c1ccc([N+](=O)[O-])cc1 (configuration not stated)	-3.0%	0
Cc1cccc(NC(=O)C2c3ccccc3C(=O)N3CCc4ccccc4C23)n1 (configuration not stated)	-0.8%	8
Cc1cc(=O)c2ccccc2s1	1.3%	-4
CN(C)S(=O)(=O)c1ccc(NC(=O)Cn2ccsc2=N)cc1	-7.6%	6
O=C1NCC(O)=C1C=NC12CC3CC(CC(C3)C1)C2	2.0%&1.0%	8&-3
COc1ccc(NS(=O)(=O)c2ccc3nc(COc4cccc5ccccc45)[nH]c3c2)cc1	2.9%	-1
Clc1ncccc1-c1nc2ccccc2n1Cc1ccccc1	6.7%	4
O=C(CCc1nnc(-c2ccsc2)o1)NCc1ccccc1OC(F)(F)F	-3.2%	x
COc1cc(C2CC(c3cccnc3)=NN2c2ccc(F)cc2)cc(OC)c1OC (configuration not stated)	0.3%	-3
CCOc1ncccc1C(=O)Nc1ccccc1F	6.1%	5
CC(=O)Oc1ccccc1C(=O)Nc1ccccc1	-2.0%	x
CCc1cc(-c2nc(N)ncc2-c2ccc(Br)cc2)c(O)cc1OC	1.2%	x

Next part.
SMILES	GlmU inhibition	Mtb RmlCD inh
NS(=O)(=O)c1ccc(NC(=O)COC(=O)COc2ccc(Br)cc2)cc1	4.6%	1
Cc1onc(-c2c(Cl)cccc2Cl)c1C(=O)N/N=C(\N)COc1ccc(Cl)cc1	-1.2%	-11
CC(C)c1ccc(/C=N/NC(=O)c2ccccc2Cl)cc1	-2.5%	11
O=C(Nc1ccccc1N1CCN(c2ccc(F)cc2)CC1)C12CC3CC(CC(C3)C1)C2	1.7%	x
COC(=O)CCCCCCCCC(O)C[N+]1(C)CCOCC1 (configuration not stated)	12%	79
CCC(=O)Nc1ccccc1Nc1cc(C#N)c(C#N)cc1[N+](=O)[O-]	-1.1%	x
COc1ccc(Cn2c(C3CC3)nc3ccc(NC(C)=O)cc3c2=O)cc1	1.6%	x
CC(C)CC(=O)NNC(=O)C(C)C	-3.5%	x
CCN(CC)S(=O)(=O)c1cccc(NC(=O)Nc2cccc(C(F)(F)F)c2)c1	-3.6%	24
Cc1ccc(S(=O)(=O)NC(C)C(=O)Nc2ccccc2C(=O)N2CCCC2)cc1 (configuration not stated)	3.0%	33
COc1ccccc1NC(=O)CSC(N)=O	9.5%	x
CC(=O)NS(=O)(=O)c1ccc(NC(=O)/C=C/c2ccccc2)cc1	-2.1%	7
CCN(CC)S(=O)(=O)c1cccc(C(=O)Nc2nnc(C)s2)c1	-4.5%	-5
CCCCn1nnc(N(C(=O)c2cccs2)C(=O)c2cccs2)n1	3.0%	6
O=C(Nc1ccc(F)cc1)NC1(C(=O)NCc2ccc3c(c2)OCO3)CCCCC1	2.1%	x
O=S1(=O)CCC(NC(=S)Nc2ccc3ccccc3c2)C1 (configuration not stated)	0.7%	13
COc1ccc(C2C(C(=O)N3CCCCC3)CCC(=O)N2c2cc(OC)c(OC)c(OC)c2)cc1 (configuration not stated)	-1.7%	x
CC(=O)NNc1nc(-c2ccccc2)cs1	0.8%	-12
Cc1csc(NC(=O)CSc2nnc(C)n2Cc2ccco2)n1	-2.7%	x
C/C(=N/NC(=O)c1sc(NS(=O)(=O)c2ccccc2)nc1C)c1ccc(F)cc1	3.6%	x
CN(C)c1ccc(-c2noc(C3CCN(S(=O)(=O)c4cccc(Cl)c4)CC3)n2)cc1	2.5%	-10
Cc1nn(CC(=O)N2CCN(Cc3ccccc3)CC2)c(=O)c2ccccc12	0.4%	3
NC(=O)c1ccsc1NC(=O)COC(=O)CCOc1ccccc1	1.6%	-4
COc1cc2c(cc1OC)CN(C(=S)Nc1ccccc1)CC2	-1.3%	22
CCOC(=O)N/N=C(/c1ccccc1)C1CCCCC1	3.9%	10
O=C(CN1CCN(c2ncc(C(F)(F)F)cc2Cl)CC1)Nc1ccc2c(c1)OCO2	4.9%	x
O=C(O)c1cccc(-n2cccc2/C=C2/NC(=O)N(Cc3ccccc3F)C2=O)c1	7.3%	0
CCCn1c(C)cc(/C=C(\C#N)C(=O)OCC(=O)Nc2ccc(OC)c(Cl)c2)c1C	0.7%	-6
CCC(C)(C(=O)NC1CCCCC1)N(Cc1ccco1)C(=O)c1ccc2c(c1)OCO2 (configuration not stated)	-0.6%	7
CCCCCCNC(=O)N[C@H](Cc1ccc(O)cc1)C(=O)NCCC[C@H]1CN2C(=NC[C@H]2CCC)N1CC1CCC1	-3.4%	10

Entries listed so far with a thiophene ring, fused or not:
SMILES	GlmU inhibition	Mtb RmlCD inh
O=C(Sc1nnnn1C1CCCCC1)c1cccs1	7.3%	4
Cc1cc(C)n2nc(C(=O)N3CCCC(CNS(=O)(=O)c4cccs4)C3)cc2n1 (configuration not stated)	3.0%	10
CCc1ccc(/C=C2/C(=O)N(C)C(=S)N2CC(=O)OC)s1	-12%	-1
O=C(CCc1nnc(-c2ccsc2)o1)NCc1ccccc1OC(F)(F)F	-3.2%	x
CCCCn1nnc(N(C(=O)c2cccs2)C(=O)c2cccs2)n1	3.0%	6
NC(=O)c1ccsc1NC(=O)COC(=O)CCOc1ccccc1	1.6%	-4

(listing goes on)
SMILES	GlmU inhibition	Mtb RmlCD inh
COc1ccc(-c2noc(COc3ccc4c(c3)OCO4)n2)cc1OC	-0.8%	5
COc1cccc(C2Cc3ccccc3C(=O)O2)c1 (configuration not stated)	-4.3%	x
CC1CCN(S(=O)(=O)c2ccc3[nH]c(=O)cc(C(=O)O)c3c2)CC1	-3.6%	x
Cc1ccc(C(=O)N[C@H](C(=O)OCC(=O)NC2CCS(=O)(=O)C2)C(C)C)cc1 (some centres not stated)	3.3%	x
COC(=O)c1c(NC(=O)c2cccnc2)sc(C(=O)N(C)C)c1C	1.5%	-7
CC1(C)CC(=O)c2cnc(NC(=O)CSC(=S)N3CCCCC3)nc2C1	9.3%	-7
Cc1csc(NC(=O)CSc2nnc(-c3cc(C)on3)o2)n1	2.0%	x
O=C(O)/C=C/C(=O)Nc1ccccc1SC(F)(F)C(F)(F)C(F)(F)F	4.5%	2
O=C(CCn1nc(-c2ccccc2)c2ccccc2c1=O)NN1CCOCC1	1.2%	x
CN1C(=O)C(O)(C2OC(C)(C)CCC2=O)c2ccccc21 (configuration not stated)	2.2%	-3
C#CCN(C)CC/C=C1\c2ccccc2CSc2ccccc21	4.0%	x
CCOc1cc(NC(=O)CCl)c(OCC)cc1NC(C)=O	3.1%	1
CC(C)Oc1cccc(C(=O)C2CCCN(C(=O)c3ccsc3)C2)c1 (configuration not stated)	-0.1%	5
O=C(CCCN1C(=O)CCC1=O)Nc1ccc(Cl)c(C(F)(F)F)c1	4.6%	2
Cc1ccc(-n2nnnc2-c2cnoc2-c2cccc(F)c2)cc1	2.4%	3
O=C(NC1CCCCC1)C(Cc1ccccc1)NS(=O)(=O)c1cccs1 (configuration not stated)	-0.1%	4
Cc1ccc(Nc2nc(-c3ccc(S(=O)(=O)N4CCCC4)cc3)cs2)cc1C	-1.1%	x
O=C(O)c1ccccc1NCN1C(=O)C2CC=C(Cl)CC2C1=O (configuration not stated)	1.9%	-2
CCCc1cc(C(=O)OC)c(NC(=O)CCCC(=O)O)s1	-0.3%	-2
Cc1ccc(N2CC(C(=O)Nc3nnc(C)s3)CC2=O)cc1 (configuration not stated)	-1.4%	-10
Cc1ccc([N+](=O)[O-])cc1S(=O)(=O)NCCc1c(C)[nH]c2c(C)cccc12	7.3%	-9
CC(C)CCn1c(CN2CCN(C(=O)c3ccco3)CC2)nc2c1c(=O)n(C)c(=O)n2C	1.3%	x
CCCCSCc1[nH]c(=O)[nH]c1C(=O)CCCCC(=O)OCC	3.1%	0
Cc1cc(NC(=O)c2ccc(F)cc2)n(-c2ccccn2)n1	4.9%	4
CCn1c(-c2cc(Cl)ccc2OC)n[nH]c1=S	-0.5%	0
CCOc1ccc(NS(=O)(=O)c2ccc(NS(=O)(=O)c3ccccc3)cc2)cc1	2.2%	x
CC(CCc1ccccc1)NC(=O)C(=O)NCCO (configuration not stated)	-2.8%	-5
COc1ccc(N2CCN(CC(=O)c3c[nH]c4ccccc34)CC2)cc1	5.2%	x

Only part of the results is shown; count on the stated rates, not on these rows.
